# PTAP TSG101 blk: qHTS Assay for Iinhibitors of HIV-1 Budding by Blocking the Interaction of PTAP/TSG101; Tumor susceptibility gene 101 protein (Homo sapiens), Q99816; Fluorescence polarization, FITC-PTAP peptide / Tsg101 binding; Potency, µM (titrated, usually from 115 µM), for inactives: at the top dose activity change, negative = inhibition, actives largely listed as inhibitors; 340,000 tested, under 10 active; active means well fitted inhibition curve with a large enough effect in the main read-out, with a control signal flat, not every such curve was filed as active; inconclusive means small, poorly fitted or top-dose-only effect, or effect the other way, or a change in a side signal; inactive means no such curve, though single readings can be large or run the other way; further: potency means the concentration at half of the fitted maximal effect; % of control where 0% means no effect
#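 Fluorescence anisotropy tracks displacement of a FITC-tagged PTAP peptide (50 nM) from the Tsg101 binding domain (10 uM), following a 20 min room-temperature incubation at pH 7.5.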
# GALK inh: qHTS Assay for Inhibitors of Human Galactokinase (GALK) | P51570 | Potency, µM (top dose mostly 57.5 µM), inactives show at the top dose activity change, negative = inhibition, actives largely listed as inhibitors | Purified GALK, Kinase-Glo residual ATP luminescence | 0.007% of 270,000 active | AID 1868, 2009; further: potency means the concentration at half of the fitted maximal effect; on the % scale 0 is the no-effect control and ±100 the full control effect
# Target sequence (P51570 whole entry, looked up): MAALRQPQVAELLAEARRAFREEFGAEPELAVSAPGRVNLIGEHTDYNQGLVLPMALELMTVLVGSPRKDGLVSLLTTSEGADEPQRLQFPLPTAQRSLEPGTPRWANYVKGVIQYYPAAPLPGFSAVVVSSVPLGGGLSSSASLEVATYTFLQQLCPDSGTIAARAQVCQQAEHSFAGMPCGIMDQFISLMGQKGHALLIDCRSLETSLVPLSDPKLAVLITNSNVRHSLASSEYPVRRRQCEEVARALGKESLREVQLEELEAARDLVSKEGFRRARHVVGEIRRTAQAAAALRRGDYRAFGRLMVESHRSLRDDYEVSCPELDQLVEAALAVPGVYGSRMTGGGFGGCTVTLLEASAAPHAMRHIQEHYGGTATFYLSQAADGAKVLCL
#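 Quantitative HTS: GALK 5 nM, ATP 35 uM, galactose 100 uM, 1 h room temperature, then luciferase-based ATP detection.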
# Tb PFK inh: qHTS Assay to Find Inhibitors of T. brucei phosphofructokinase; AID 485367, 2010; T. brucei PFK, ADP-Glo luminescence; Potency, µM (series often up to 57.5 µM), inactives show at the top dose activity, negative = inhibition, actives largely listed as inhibitors; ATP-dependent 6-phosphofructokinase (Trypanosoma brucei brucei), O15648; 0.17% of 330,000 active;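 further: potency means the concentration at half of the fitted maximal effect; 0% = uninhibited 1x PFK enzyme wells and -100% = no-enzyme wells; nearly all actives have a fitted effect of over 60% in size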
# Target sequence (O15648 whole entry, looked up): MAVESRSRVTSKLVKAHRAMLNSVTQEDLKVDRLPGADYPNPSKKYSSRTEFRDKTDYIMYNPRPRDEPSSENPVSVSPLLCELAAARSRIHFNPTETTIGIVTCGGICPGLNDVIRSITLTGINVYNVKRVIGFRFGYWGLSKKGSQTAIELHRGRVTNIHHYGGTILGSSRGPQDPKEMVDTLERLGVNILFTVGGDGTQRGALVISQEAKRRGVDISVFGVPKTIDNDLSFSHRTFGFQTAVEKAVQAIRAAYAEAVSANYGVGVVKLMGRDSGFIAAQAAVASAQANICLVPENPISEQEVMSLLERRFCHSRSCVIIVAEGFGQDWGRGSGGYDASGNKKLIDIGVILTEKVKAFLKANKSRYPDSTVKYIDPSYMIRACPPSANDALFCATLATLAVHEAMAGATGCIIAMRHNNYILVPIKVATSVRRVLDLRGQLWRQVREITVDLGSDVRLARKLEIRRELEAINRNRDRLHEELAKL
#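 PFK 1.25 nM, F6P 0.5 mM, ATP 0.1 mM, 0.1 M TEA pH 8.0, 5 mM MgCl2, 0.01% Tween20, 0.1% BSA; 45 min RT. ADP-Glo readout. qHTS titration up to 57 uM; curves fitted, compounds curve-classed.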
# B2AR arrestin: qHTS assay of beta-arrestin-biased ligands of beta2-adrenergic receptor | Beta-2 adrenergic receptor (Homo sapiens), P07550 | beta-arrestin recruitment to beta2AR, cell-based reporter | Potency, µM (highest dose often 46.1 µM), inactives show at the highest dose activation, actives largely listed as activators | 0.02% of 330,000 active | AID 492947, 2010;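 further: potency means the concentration at half of the fitted maximal effect; 0% = DMSO controls and full agonism = EC100 isoproterenol or metaproterenol; nearly all actives have a fitted effect of over 65% in size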
# PKM2 act: qHTS Assay for Activators of Human Muscle isoform 2 Pyruvate Kinase; AID 1631, 2009; 0.34% of 260,000 active; purified PKM2, Kinase-Glo ATP luminescence, activation; response scale: 0% is enzyme alone, no compound; Potency, µM (doses to about 57.5 µM), for the others: top-dose activation, most hits filed as activators; further: potency means the concentration at half of the fitted maximal effect; on the % scale 0 is the no-effect control and ±100 the full control effect; nearly all actives have a fitted effect of over 55% in size
#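 hPK-M2, >95% pure; 0.1 mM ADP / 0.5 mM PEP final; imidazole pH7.2 buffer w/ 7 mM MgCl2, 50 mM KCl; 1 h RT; Kinase-Glo lum. Intermediate enzyme activity for dual inhibitor/activator qHTS.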
# ASM inhibitor: Inhibitors of Secretory Acid Sphingomyelinase (S-ASM): qHTS | Sphingomyelin phosphodiesterase (Homo sapiens), P17405 | placental ASM, HMU-PC fluorogenic substrate, 60 min | Potency, µM (doses to about 57.5 µM), for inactives: top-dose activity change, negative = inhibition, usual class: inhibitors | 0.006% of 340,000 active | AID 504937, 2011; further: potency means the concentration at half of the fitted maximal effect
#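 qHTS format. ASM enzyme prepared from human placenta hydrolyses the fluorogenic substrate HMU-PC0 (9 uM final) over 60 min at 37 °C after a 10 min compound preincubation.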
# a7 integrin act: qHTS for Activators of Integrin-Mediated Alleviation for Muscular Dystrophy | AID 624291, 2012 | Potency, µM (top dose mostly 38.3 µM), for the others: at the top dose activation, usual class: activators | alpha7betagal myoblasts, beta-gal FDG fluorescence, 48 h | 0.064% of 350,000 active;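 further: potency means the concentration at half of the fitted maximal effect; 100% = response of the positive control SU9516; nearly all actives have a fitted effect of over 60% in size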
#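 Alpha7betagal+/- myoblasts (passage 13) were plated 16-24 hr, then exposed to compounds (1:260 dilution of DMSO stock) for 48 hours at 37C. After MPER lysis, β-galactosidase reporter activity was read as FDG fluorescence (ex 480/em 540) after 30 minutes.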
# Chronic BCR inh: qHTS Assay to Find Inhibitors of Chronic Active B-Cell Receptor Signaling; ABC-DLBCL IkBa-CBG/CBR reporter, luminescence ratio, 4 h; Potency, µM (titrated, usually from 46.1 µM), for inactives: top-dose ratio change, negative = lower green/red ratio, actives largely listed as inhibitors; 0.05% of 340,000 active; active means well fitted inhibition curve with a large enough effect in the signal ratio, with a control signal flat, not every such curve was filed as active; inconclusive means small, poorly fitted or top-dose-only effect, or effect the other way, or a change in a side signal; the % refers to the signal ratio;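 further: potency means the concentration at half of the fitted maximal effect; plate controls were basal doxycycline-induced cells for no effect and cells given 10 µM MG132 for full effect; MG132 reads +100%, hits lower the ratio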
#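 Concentration-response series (up to 46 uM) were applied to TMD8 dual-reporter cells for 4 h at 37C with doxycycline. Green/red ratio, after filter-overlap correction, defined %Activity; red signal alone was normalised to basal cells and zero luminescence.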
# Coupling enz: qHTS Assay for Inhibitors of Fructose-1,6-bisphosphate Aldolase from Giardia Lamblia: Coupling assay counterscreen | AID 2472, 2010 | coupling enzyme system counterscreen, AmpLite Red fluorescence | activity change, negative = inhibition, % at 58.2 µM, hits read low | 0.67% of 290,000 active; in the data active means activity change below about -30%; further: on the % scale 0 is the no-effect control and ±100 the full control effect
#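 Compounds tested against the coupling enzymes alone at 57.5 uM final; readout was AmpLite Red fluorescence (525/598 nm) after 20 min at RT.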
# Giardia killer: Small Molecules that selectively kill Giardia lamblia: qHTS | 0.15% of 340,000 active | activity change, % at 7.66 µM, hits read low | Giardia lamblia trophozoite viability | AID 540267, 2011; in the data active means activity change below about -80%; inconclusive means between about -30% and that limit;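 further: parasites exposed to compound for two days anaerobically before the ATP read; on the % scale 0 is the no-effect control and ±100 the full control effect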
#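 Luminescent ATP signal served as the viability read-out, measured 15-30 min after adding ATP detection reagent to trophozoites that had been incubated with compounds for 48 hrs at 37 deg C anaerobically at 100 cells/well.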
# Menin MLL FP TR: qHTS Assay for Inhibitors Targeting the Menin-MLL Interaction in MLL Related Leukemias: Competition With Texas Red Labeled MLL-derived Mutant Peptide; AID 1768, 2009; 0.23% of 270,000 active; Menin + Texas Red MLL mutant peptide, fluorescence polarization; Potency, µM (doses to about 61.6 µM), for the others: top-dose FP activity change, negative = inhibition, most hits filed as inhibitors; active means well fitted inhibition curve with a large enough effect in the polarisation, with a control signal flat, not every such curve was filed as active; inconclusive means small, poorly fitted or top-dose-only effect, or effect the other way, or a change in a side signal; inactive means no such curve, though single readings can be large or run the other way; the % refers to the polarisation; further: potency means the concentration at half of the fitted maximal effect; % of control where 0% means no effect; many of its hits are not listed in these tables
# Numbers without * were called inactive; u = inconclusive; x = not tested or not shown; [ ] = dose if it differs, or a comment. Unless noted, the call rests on the fitted dose curve; in most records, active means well fitted curve in the direction sought with a large enough effect; inconclusive means small, poorly fitted or top-dose-only effect, or another doubt; inactive means no such curve, though single readings can be large; an effect the other way counts as inactive or inconclusive.
compound	GALK inh	Giardia killer	Coupling enz	Tb PFK inh	PKM2 act	PTAP TSG101 blk	B2AR arrestin	Chronic BCR inh	Menin MLL FP TR	ASM inhibitor	a7 integrin act
Cc1ccccc1C(=O)NC1CCN(Cc2ccccc2)CC1	6%	3	1	-3%	-7%	-2%	-0.4%	-2%	-14%	1%	2%
COc1ccc(C)cc1S(=O)(=O)N1CCN(S(=O)(=O)c2cc(C)ccc2OC)CC1	-1%	14	-1	-1%	1%	-4%	-0.2%	5%	-14%	-3%	5%
COc1ccc(OC)c(S(=O)(=O)Nc2ccc3c(c2)N(C(C)=O)CCC3)c1	x	17	x	0%	x	0%	-0.4%	2%	x	1%	3%
Cc1noc(C)c1NC(=O)Nc1ccc2c(c1)C(=O)N([C@H](C)CO)C[C@H](C)[C@@H](CN(C)C(=O)Nc1ccc(C(F)(F)F)cc1)O2	x	42[activator]	x	-6%	x	-11%	-0.4%	5%	x	-11%	-23%
CCOC(=O)c1nccnc1C(=O)Nc1ccc(C(F)(F)F)cc1	0%	-6	1	1%	-1%	-2%	-0.4%	-2%	19%	0%	37%
CCN(CC)C(=O)C1CCN(S(=O)(=O)c2ccc3c(c2)CCCN3C(=O)C2CCC2)CC1	6%	-21	x	0%	x	-5%	0.2%	-3%	x	4%	0%
Cc1cc(Cl)ccc1NC(=O)CCN1C(=O)NC(C)(C)C1=O	x	0	x	-8%	x	-2%	-0.2%	0%	x	3%	-31%
CCOc1ccccc1Nc1nc(N)nc(CSc2nncn2C)n1	-3%	0	2	0%	7%	0%	-0.4%	0%	-8%	1%	0%
C/C(=N\NC(=S)NCCc1ccccc1)c1cccc(Br)c1	3%	10	1	-1%	1%	1%	u	u	-1%	-9%	14%
c1ccc(C2=NC(c3ccccc3)N=C(c3ccccc3)N2)cc1	-3%	4	1	-7%	-26%	-1%	-0.2%	-1%	-9%	-2%	17%
CCOC(=O)c1c(/N=C/N(C)C)sc2c1CCC2	0%	25	2	5%	6%	0%	0.0%	-2%	0%	1%	13%
O=C(CO/N=C/c1ccccc1O)N1CCc2ccccc21	2%	5	-1	0%	3%	-5%	-0.2%	-9%	-1%	6%	-28%
Cc1ccc(OCC(=O)Nc2ccc(F)cc2)cc1	-2%	-6	0	3%	1%	-1%	-0.8%	u	x	0%	6%
N#CC1(C#N)CC(C=O)=C(N)C1(C#N)CC(=O)c1ccc(F)cc1 (centres undefined)	-2%	u	-3	3%	20%	1%	0.1%	-2%	0%	52%[activator]	-2%
CCCn1c(SCC(=O)NC)nc2sc3c(c2c1=O)CCC3	-3%	14	7	1%	1%	-5%	0.5%	-3%	-1%	0%	14%
O=C(c1ccc(Cl)c(F)c1F)N1CCOCC1	0%	-2	1	-3%	0%	-7%	0.1%	-1%	-4%	0%	-25%
Cc1ccc(N/C=C2\CCCCC2=O)nc1	-2%	-19	-9	-2%	-5%	0%	-0.1%	8%	-7%	7%	7%
C[C@@H](CN1C2=NC[C@H](Cc3ccccc3)N2C[C@H]1Cc1ccc(O)cc1)NC(=O)CCC1CCCCC1	-1%	16	4	2%	-6%	0%	-0.4%	u	-17%	-6%	-43%
Nc1c(C(=O)O)nnn1Cc1ccccc1	1%	19	4	3%	-1%	-2%	-0.1%	8%	0%	3%	15%
S=C(NCc1ccccc1)N1CCN(C2CCCCC2)CC1	2%	7	-1	2%	3%	0%	-0.5%	-1%	x	3%	0%
Cc1cc(C)c(S(=O)(=O)N2CCN(C(=O)c3cc4ccccc4o3)CC2)c(C)c1	x	-1	x	23%	x	-1%	4.9%	-2%	x	-2%	15%
O=C(Nc1cc(Cl)ccc1Cl)C1CC(=O)N(c2ccccc2)C1 (centres undefined)	1%	-20	-4	-4%	-1%	0%	-0.2%	1%	u	0%	12%
COCCCNC(=O)/C(=C\c1cccn1C)NC(=O)c1cccs1	0%	-1	-3	-1%	-7%	0%	-0.3%	1%	-20%	-6%	-4%
Cc1cc(S(=O)(=O)Nc2cccc([N+](=O)[O-])c2)c(C)s1	2%	3	0	-13%	x	0%	0.5%	0%	50%[activator]	4%	0%
CN1C(=O)/C(=C/c2ccc(O)c([N+](=O)[O-])c2)NC1=S	8%	u	1	-6%	-12%	-5%	-0.3%	u	17%	-1%	12%
c1ccc(CCCNc2ncnc3nc[nH]c23)cc1	0%	0	-4	0%	-22%	0%	-0.4%	u	1%	-1%	-13%
COc1ccc(S(=O)(=O)N2CCC(C(=O)N[C@@H](C)C(=O)NC3CCCC3)CC2)cc1	-1%	u	x	-1%	x	-3%	0.2%	-11%	x	1%	7%
O=C(Oc1ccc(N2C(=O)CCC2=O)cc1)c1ccccc1Cl	3%	2	5	-1%	0%	-2%	0.0%	-1%	2%	-2%	2%
Cc1ccc(S(=O)c2snnc2C)cc1 (centres undefined)	-1%	7	1	0%	x	0%	0.4%	u	-2%	-2%	-55%[inhibitor]
Cc1cccc(OCc2nnc(SCC(=O)NCCc3ccccc3)o2)c1	3%	-4	1	5%	-3%	-2%	-0.2%	-1%	u	2%	3%
CN1CCN(C(=O)C2CCN(S(=O)(=O)c3ccc4c(c3)oc(=O)n4C)CC2)CC1	-1%	1	4	-1%	-2%	-7%	0.1%	1%	7%	4%	-21%
CCOC(=O)COn1c(-n2nc(C)cc2C)nc2ccccc2c1=O	x	-12	4	-4%	x	0%	0.5%	-2%	-9%	5%	-12%
O=C(NCC(c1ccco1)N1CCc2ccccc2C1)c1cccc(F)c1 (centres undefined)	x	-1	x	0%	x	0%	0.7%	3%	x	-1%	10%
Cc1cccc(Nc2nc(-c3ccc(O)c(O)c3)cs2)n1	-4%	-4	-6	-4%	6%[11.5 µM]	3%	0.4%	u	u	-3%	-26%
CC1CCCCC1NC(=O)C1CCN(S(=O)(=O)N2CCCCCC2)CC1 (centres undefined)	-1%	-20	-2	-2%	-13%	-1%	-0.6%	1%	-9%	0%	16%
c1ccc(OCCCCn2cnc3ccccc32)cc1	-4%	-9	0	13%	0%	-3%	-0.2%	u	-2%	-1%	-18%
CCOC(=O)C(NC(C)=O)C(O)c1ccc([N+](=O)[O-])cc1 (centres undefined)	-1%	-12	1	-5%	-8%	0%	-0.3%	0%	-6%	2%	23%
O=C(/C=C/c1ccccc1Cl)NC1CCS(=O)(=O)C1 (centres undefined)	-2%	19	0	4%	-1%	0%	0.2%	2%	3%	4%	4%
CCc1ccccc1NC(=O)CNC(=O)c1ccccc1OCc1c(C)noc1C	x	1	x	-2%	x	0%	0.1%	-4%	x	3%	10%
Cc1ccccc1OCCC(=O)OCC(=O)NCCNC(=O)COC(=O)CCOc1ccccc1C	x	-7	x	8%	x	-12%	-0.3%	-11%	x	-5%	-18%
N#CNC(=Nc1ccc(Cl)cc1)Oc1ccccc1	x	-12	1	-2%	-5%	-5%	0.1%	3%	x	-3%	2%
CCn1c(CC(=O)Nc2ccc(C)c(Cl)c2)nnc1SCC(=O)Nc1nc(C)cs1	0%	11	2	1%	8%	-9%	-0.4%	5%	x	1%	-23%
CC(Oc1ccc(Br)cc1)C(=O)N1CCC(C(N)=O)CC1 (centres undefined)	4%	5	3	-7%	11%	-3%	-0.8%	0%	-22%	-2%	u
O=C(C(=O)N1CCOCC1)c1cn(CC(=O)N2CCCCC2)c2ccccc12	1%	-1	x	0%	-1%	-4%	-0.2%	-6%	x	-7%	-14%
CC1CC(C)CN(S(=O)(=O)c2ccc(C(=O)Nc3nnc(-c4cccs4)o3)cc2)C1 (centres undefined)	2%	6	9	4%	1%	-17%	-0.6%	-1%	u	-1%	0%

# Screening results from PubChem.

# A portion of the library (hit frequency here may not be typical).
